# CYP2C9 inhib = blockers of cytochrome P450 2C9 activity – biochemical, luminescence, ADME assay, primary screen; P11712; CYP2C9 Supersomes, luciferin-H conversion; inhibition, % at 5 µM; 96,000 compounds, 20% hits; AID 777, 2007;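 active means blocking of liver enzyme CYP2C9 beyond about 50% at 5 µM, limit read from the data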; further: values of inactives mirror those of a sister screen read the other way
# PTK2B oligo ant = antagonists of Pyk2 self-association, primary screen, Q293 cells, FERM NanoBiT luminescence, HTS | 99,000 compounds, 0.83% hits | Protein-tyrosine kinase 2-beta (Homo sapiens), Q14289 | z-score (the deposit names both 25 µM and 10 µM) | hits give low values;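 active means Z-score of -3 or lower, scaled per plate to the spread of control and sample wells; inactive means z-score above -3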;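 further: negative z-score means lost luminescence so less FERM oligomerization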
# CYP2C9 act = human CYP2C9 activators, primary screen, biochemical, luminescence; recombinant CYP2C9, luciferin-H conversion; hits give high values; factor 1 = untreated enzyme, 0 = blocked; Cytochrome P450 2C9 (Homo sapiens), P11712; activation factor at 5 µM; 96,000 compounds, 1.4% hits;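 active means activation factor of 2 or more for CYP2C9 at a 5 µM dose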;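 further: 0 = sulfaphenazole-blocked wells and 1 = vehicle-only wells; values of inactives mirror those of a sister screen read the other way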
# PLAP activator = PLAP enzyme activators, biochemical, luminescence, HTS; AID 696, 2007; activation fold at 20 µM; Alkaline phosphatase, placental type (Homo sapiens), P05187; purified PLAP enzyme, luminescent substrate read-out; hits give high values; 96,000 compounds, 1.2% hits; in the data active means activation fold above about 2
# PostGolgi yeast = phenotypic screen on post-Golgi transport, primary screen | post-Golgi transport phenotypic cell assay | inhibition, % at 10 µM | 98,000 compounds, 0.9% hits | AID 739, 2007; in the data active means inhibition above about 30%;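 further: yeast cells grown in 1536-well plates; yeast grown about 18 h at 30C before absorbance read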
# CYP2C19 activ = human CYP2C19 activators, primary screen, biochemical, luminescence; Cytochrome P450 2C19 (Homo sapiens), P33261; recombinant CYP2C19, luciferin-H EGE luminescence; hits give high values; 0 = fully inhibited enzyme, 1 = untreated enzyme; activation factor at 5 µM; 96,000 tested, under 10 active; AID 1025, 2008;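 active means activation factor of at least 2 at 5 µM in the primary screen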;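 further: 0 = wells with 2.5 mM tranylcypromine and 1 = vehicle-only wells; values of inactives mirror those of a sister screen read the other way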
# Ecoli WT expand = growth inhibitors of wild-type E. coli, primary screen, strain BW25113, expanded library, OD600; growth inhibition, % at 100 µM; OD600 absorbance; AID 710, 2007; 98,000 compounds, 0.15% hits;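 active means growth inhibition above about 50% at one test dose, limit read from the data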;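 further: growth measured after 20 h incubation at 37 °C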
# CYP2C19 inhib = blockers of cytochrome P450 2C19 activity – biochemical, luminescence, ADME assay, primary screen; P33261; CYP2C19 Supersomes, luciferin-H EGE luminescence, 30 min; inhibition, % at 5 µM; 96,000 compounds, 21% hits;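 active means CYP2C19 inhibition above a set limit at 5 µM in the primary screen, cut at about 50% in these data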;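 further: plate controls were negative control wells for no effect and 2.5 mM tranylcypromine positive control for full effect; values of inactives mirror those of a sister screen read the other way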
# EphB4 ephrin blk = EphB4-ephrin-B2 interaction antagonists, primary screen, biochemical, TNYL-RAW peptide probe, fluorescence polarization | Ephrin type-B receptor 4 (Homo sapiens), P54760 | EphB4 LBD / TNYL-RAW-Alexa532 peptide | inhibition, % at 7 µM | 97,000 compounds, 0.15% hits;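 active means inhibition above the screen-wide mean inhibition plus 3 SD, cut at about 15% in these data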;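 further: 0% = DMSO wells and 100% = excess unlabeled TNYL-RAW peptide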
# Target sequence (P54760 whole entry, looked up, the tested form may be a part): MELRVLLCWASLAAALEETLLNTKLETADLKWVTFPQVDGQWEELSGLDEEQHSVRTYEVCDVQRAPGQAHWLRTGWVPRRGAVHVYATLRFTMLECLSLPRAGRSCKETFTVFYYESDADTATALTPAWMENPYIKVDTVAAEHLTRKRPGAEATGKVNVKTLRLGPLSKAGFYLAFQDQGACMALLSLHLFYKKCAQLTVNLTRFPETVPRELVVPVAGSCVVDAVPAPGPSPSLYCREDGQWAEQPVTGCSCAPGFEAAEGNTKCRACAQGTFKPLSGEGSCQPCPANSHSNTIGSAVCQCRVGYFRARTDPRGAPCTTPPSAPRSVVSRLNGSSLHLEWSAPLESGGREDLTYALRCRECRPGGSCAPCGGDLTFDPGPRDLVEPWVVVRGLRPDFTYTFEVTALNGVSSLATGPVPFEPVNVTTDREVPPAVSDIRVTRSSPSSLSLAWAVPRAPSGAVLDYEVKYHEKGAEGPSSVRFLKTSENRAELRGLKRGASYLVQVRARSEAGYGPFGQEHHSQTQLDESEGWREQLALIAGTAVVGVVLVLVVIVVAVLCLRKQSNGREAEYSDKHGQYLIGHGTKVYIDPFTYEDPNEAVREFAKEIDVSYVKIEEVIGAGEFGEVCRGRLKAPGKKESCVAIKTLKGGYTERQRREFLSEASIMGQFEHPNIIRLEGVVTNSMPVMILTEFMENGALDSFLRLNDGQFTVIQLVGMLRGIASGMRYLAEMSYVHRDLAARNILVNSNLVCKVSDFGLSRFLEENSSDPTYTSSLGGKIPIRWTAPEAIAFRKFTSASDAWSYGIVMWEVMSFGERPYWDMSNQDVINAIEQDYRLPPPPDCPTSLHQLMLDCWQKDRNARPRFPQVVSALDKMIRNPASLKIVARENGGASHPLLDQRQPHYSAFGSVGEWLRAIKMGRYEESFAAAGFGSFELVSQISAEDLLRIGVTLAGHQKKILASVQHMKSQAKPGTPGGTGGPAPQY
# The depositor's hits bear a star; / = no result given.
Molecule,PLAP activator,Ecoli WT expand,CYP2C9 inhib,EphB4 ephrin blk,PTK2B oligo ant,CYP2C19 activ,CYP2C19 inhib,CYP2C9 act,PostGolgi yeast
CSc1ccccc1C(=O)Nc1cccc(N(C)S(C)(=O)=O)c1,0.9,1,34,1,0.54,0.7,27,0.7,4
C=CCOc1c(Cl)cc(C2NC(=O)NC(C)=C2C(=O)OC)cc1Cl (stereo not drawn),0.9,-12,37,0,-2.4,0.4,57*,0.6,7
CCOC(=O)c1c(NC(=O)c2ccoc2C)sc(C(=O)N(C)C)c1C,1.7,3,83*,-15,0.35,0.4,57*,0.2,8
Cc1ccc(NC(=O)CN2CCN(c3ccccn3)CC2)c(Cl)c1,1.1,-5,86*,-1,0.03,0.5,55*,0.1,-17
COCCNC(=O)c1ccccc1NC(=O)COc1ccccc1,1.1,10,46,9,-0.38,1,-1,0.5,-2
COC(=O)C1=C(C)OC(N)=C(C#N)C1c1ccccc1F (stereo not drawn),1,1,16,-1,0.12,0.4,64*,0.8,18
CCOC(=O)Nc1ccc2c(c1)OCO2,0.9,6,10,-4,-0.22,0.8,22,0.9,-1
O=C(CSc1nc2ccccc2n1-c1ccccc1)NCC1CCCO1 (stereo not drawn),1.6,-1,72*,8,0.49,0,96*,0.3,-3
Cc1onc(-c2ccccc2)c1C(=O)NCCc1ccc(S(N)(=O)=O)cc1,0.9,-6,-2,-2,1.6,0.9,6,1,4
Cc1cccc(CS(=O)(=O)Cc2ccc(C(=O)NCc3cccnc3)o2)c1,1.2,-3,-14,/,0.95,0.2,82*,1.1,-16
Cc1ccc(OCc2nnc(SCC(=O)Nc3cc(C)on3)n2C)cc1,1,-6,2,5,0.17,1.1,-12,1,5
CCCc1cc(=O)n2[nH]c(C)nc2n1,1.1,-13,-24,13,1.3,1.2,-16,1.2,2
O=C(COC(=O)c1cc(S(=O)(=O)N2CCOCC2)ccc1Cl)Nc1ccc2c(c1)OCO2,1,-16,61*,/,0.38,0.3,68*,0.4,-2
O=C(Cc1ccccc1)NC(=S)Nc1ccc2oc(-c3ccccc3F)nc2c1,0.8,-9,4,-2,0.01,1,-4,1,0
CCCc1ncc(C(O)c2ccc(OC)cc2)n1C (stereo not drawn),0.9,11,25,/,0.3,0.8,17,0.8,0
COc1cc2cc(C(=O)O)n(C)c2c(OC)c1OC,1.1,-8,2,-7,3,1,-5,1,18
COc1cccc(/C=C2\C(=O)C(=O)c3ccccc32)c1,0.9,2,13,-1,-0.17,0.9,8,0.9,-2
Cc1noc(COc2ccccc2OCC(N)=O)c1Cl,1,-1,16,8,0.11,0.7,30,0.8,-4
Cc1ccc(C(=O)NCCn2cc(SCC(=O)Nc3cc(C)on3)c3ccccc32)cc1,0.7,-17,86*,3,/,0.1,91*,0.1,-7
Cc1cc(=O)[nH]c(SCC(=O)N2c3ccccc3CC2C)n1 (stereo not drawn),1,3,8,-4,1.6,1,2,0.9,1
Cc1cccc2cc(C(c3nnnn3C(C)(C)C)N(Cc3ccco3)CC3CCCO3)c(=O)[nH]c12 (stereo not drawn),1.5,-2,56*,0,1.8,0.8,24,0.4,2
CCCCNc1ncnc2c1cnn2-c1ccccc1,1.1,5,99*,-8,-1.5,0.1,89*,0,5
CCC(=O)N=C1SC2CS(=O)(=O)CC2N1c1cccc(OC)c1 (stereo not drawn),0.8,1,7,-13,-0.28,0.9,7,0.9,-4
OC(CNC1CCCCC1)CN1CCN(CC(O)CNC2CCCCC2)CC1 (stereo not drawn),1,/,-4,/,/,1,2,1,/

# Reprinted from the part before: 6 compounds; new compounds follow.
Molecule,PLAP activator,Ecoli WT expand,CYP2C9 inhib,EphB4 ephrin blk,PTK2B oligo ant,CYP2C19 activ,CYP2C19 inhib,CYP2C9 act,PostGolgi yeast
Cc1ccc(C(=O)NCCn2cc(SCC(=O)Nc3cc(C)on3)c3ccccc32)cc1,0.7,-17,86*,3,/,0.1,91*,0.1,-7
Cc1cc(=O)[nH]c(SCC(=O)N2c3ccccc3CC2C)n1 (stereo not drawn),1,3,8,-4,1.6,1,2,0.9,1
Cc1cccc2cc(C(c3nnnn3C(C)(C)C)N(Cc3ccco3)CC3CCCO3)c(=O)[nH]c12 (stereo not drawn),1.5,-2,56*,0,1.8,0.8,24,0.4,2
CCCCNc1ncnc2c1cnn2-c1ccccc1,1.1,5,99*,-8,-1.5,0.1,89*,0,5
CCC(=O)N=C1SC2CS(=O)(=O)CC2N1c1cccc(OC)c1 (stereo not drawn),0.8,1,7,-13,-0.28,0.9,7,0.9,-4
OC(CNC1CCCCC1)CN1CCN(CC(O)CNC2CCCCC2)CC1 (stereo not drawn),1,/,-4,/,/,1,2,1,/
CCOc1ccc(NC(=O)CNC(=O)c2ccc(OC)c(OC)c2)cc1,0.9,-7,-18,-1,1.6,1.2,-18,1.2,-1
CCCn1c(SCCc2ccccc2)nc2c1c(=O)[nH]c(=O)n2C,1.1,-5,59*,/,-1.4,0.5,50*,0.4,2
CC1CCc2c(sc3ncnc(SCC(=O)N4CCN(C(=O)c5ccco5)CC4)c23)C1 (stereo not drawn),1.1,/,9,/,/,1,-2,0.9,/
O=C(NCc1cccs1)C1CCN(S(=O)(=O)c2cccs2)CC1,/,5,/,10,0.49,/,/,/,-1
COc1cc(C(=O)Nc2oc(-c3ccccc3)c(-c3ccccc3)c2C#N)cc(OC)c1OC,1.5,-6,44,/,-3.4*,0.7,27,0.6,0
O=C(COC(=O)CNC(=O)c1ccco1)Nc1ccc(Cl)cn1,1.1,7,48,-1,0.66,0.5,54*,0.5,-4
Cn1c(SCC(=O)N2CCCCC2)nc2cccnc21,1,2,0,1,-0.22,0.9,9,1,-2
Cc1ccc(-c2ccccc2NC(=O)C2C3C=CC(C3)C2C(=O)O)o1 (stereo not drawn),0.9,9,3,-3,0.73,0.9,10,1,-4
CCOC(=O)C1Cn2c(nc3c(c2=O)C(C)(C)Cc2ccccc2-3)S1 (stereo not drawn),1.6,-1,88*,-5,-1.5,0,97*,0.1,22
CCN(CCCNC(=O)CN(C)S(=O)(=O)c1cccc2nsnc12)c1ccccc1,1.1,5,74*,-4,-0.61,0.6,37,0.3,-1
CCOc1ccc(C2NC(=O)NC(C)=C2C(=O)OC)cc1C (stereo not drawn),0.9,1,29,0,0.4,0.6,43,0.7,-10
Clc1ccc(CON/C=N/c2ncnc3sccc23)cc1,0.9,-1,4,1,1.1,0.7,31,1,3
Cc1ccccc1Nc1cc(=O)oc2ccccc12,0.8,4,30,0,-2,0.7,31,0.7,18
COc1cccc(C(=O)Nc2cccc(-c3nnc(-c4ccco4)o3)c2)c1,0.7,0,70*,1,-1.2,0.2,77*,0.3,4
O=C(O)c1ccc(COc2ccccc2Cl)cc1,1,0,19,2,1.4,0.8,25,0.8,2
COc1cc(C)c(C)cc1S(=O)(=O)N1CCN(Cc2ccc3c(c2)OCO3)CC1,1.7,-5,-2,-1,-1.2,0.4,62*,1,0
Cc1ccc(C(=O)Cn2c(C(=O)/C=C/c3ccccc3)nc3ccccc32)cc1,0.9,-7,-11,3,-1.3,1,4,1.1,0
O=C1c2ccccc2C(=O)N1CCc1csc(-c2cccc(Cl)c2)n1,0.9,-5,2,-4,0,0,99*,1,-12
CCN(CC)c1ccc(NC(=O)Nc2ccc(C(C)=O)cc2)cc1,1.1,-10,1,4,0.65,1,2,1,-2
CCCC(=O)NNC(=O)Nc1ccccc1,1.1,5,3,-1,-0.26,1,4,1,-19
Cc1cc(F)ccc1NCc1cc2c(cc1[N+](=O)[O-])OCO2,1,2,2,-5,-0.41,0.7,28,1,6
O=C(CN1C2CCCC1CC(NC(=O)c1ccco1)C2)Nc1ccccc1C(F)(F)F (stereo not drawn),/,5,/,8,-0.46,/,/,/,-3
COc1ccc(C(C#N)(CCC#N)CCC#N)cc1OC,1,4,-1,0,-0.79,1,2,1,3
Cc1nc2nc(-c3ccccc3)[nH]n2c(=O)c1C,0.9,5,14,-1,0.25,0.7,30,0.9,12
CCOC(=O)N1CCN(CC(=O)c2c(C)[nH]c3ccccc23)CC1,1.6,4,-60,/,0.17,0.1,88*,1.6,7
Cn1c(NCCCN2CCOCC2)nc2c1c(=O)n(Cc1ccc(Cl)c(Cl)c1)c(=O)n2C,1.7,6,6,-8,0.91,0.9,14,0.9,-2
COc1ccc(N2CSC3=C(C#N)C(c4cc(OC)ccc4OC)CC(=O)N3C2)c(OC)c1 (stereo not drawn),1.5,4,53*,-6,/,1,1,0.5,7
CCOc1ccc(C(=O)CN2CCN(S(=O)(=O)c3ccc(F)cc3)CC2)cc1,1.1,0,20,-9,0.62,0.6,41,0.8,-1
O=S(=O)(N/N=C1\CC(c2ccccc2)Oc2ccccc21)c1ccccc1 (stereo not drawn),1,1,41,-5,0.09,0.7,27,0.6,3
O=C(CNS(=O)(=O)c1ccccc1)Nc1ccc(C(F)(F)F)cc1,1.1,-6,30,-2,-0.27,0.5,51*,0.7,-1
O=C(O)c1[nH]nc2c1COc1ccccc1-2,1.3,-8,-14,6,0.31,1.2,-21,1.1,6
COc1ccccc1C1(CC(=O)N2CCOCC2)CCOC(C(C)C)C1 (stereo not drawn),1.3,6,10,-5,-0.43,0.6,37,0.9,-13

# Structures listed above printed as active in PTK2B oligo ant.
Molecule | PLAP activator | CYP2C9 inhib | EphB4 ephrin blk | PTK2B oligo ant | CYP2C19 activ | CYP2C19 inhib | CYP2C9 act | PostGolgi yeast
COc1cc(C(=O)Nc2oc(-c3ccccc3)c(-c3ccccc3)c2C#N)cc(OC)c1OC | 1.5 | 44 | / | -3.4* | 0.7 | 27 | 0.6 | 0

# Remaining list, next part
Molecule,PLAP activator,Ecoli WT expand,CYP2C9 inhib,EphB4 ephrin blk,PTK2B oligo ant,CYP2C19 activ,CYP2C19 inhib,CYP2C9 act,PostGolgi yeast
CCCCN(Cc1cc2ccccc2[nH]c1=O)C(=O)c1ccccn1,1,-1,-14,4,0.31,1,-4,1.1,-1
Cc1ccc(N2C(=O)C(c3c(C)[nH]n(-c4ccccc4)c3=O)(C(F)(F)F)C3=C2CC(C)(C)CC3=O)cc1 (stereo not drawn),1.6,7,41,9,-0.68,0.6,37,0.6,5
CC(C)=CCCC(C)CN(C)CCc1ccccn1 (stereo not drawn),1.6,1,-3,/,0.77,0.5,47,1,-4
Cc1ccc(C(=O)OCC(=O)N2CCc3ccccc32)cc1,1.1,-3,2,2,1.7,0.9,10,1,6
Cc1cc(=O)oc2c1c(C)nn2-c1nn[nH]n1,0.9,-8,-7,-2,-0.02,1.1,-9,1.1,-1
O=C(c1cc(-c2ccccc2Cl)on1)N1CCN(C(=O)c2ccco2)CC1,1,-6,-119,-3,0.73,0.7,32,2.2*,-10
CCC(C)NC(=O)c1ccccc1NC(=O)c1ccc(CSc2ccc(C)cc2)cc1 (stereo not drawn),1.1,-8,24,-3,-0.19,1.1,-5,0.8,2
COc1cc(CC(=O)OCC(=O)Nc2ncc(Cl)cc2Cl)cc(OC)c1OC,1.6,3,45,0,0.67,0.3,67*,0.5,-2

# High-throughput results as filed in PubChem BioAssay.
